Assay outcomes from PubChem BioAssay.
GIRK2 act = activators of NPY4-receptor-primed GIRK2 channels, summary, cell-based, HEK293, thallium flux. 34,000 tested, under 10 active. activation (% efficacy), % for hits at 37.5 µM. HEK293 GIRK2/NPY4 cells, thallium flux fluorescence. G protein-activated inward rectifier potassium channel 2 (Homo sapiens), P48051;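 active means primary screen hit, no activity in plain HEK293 cells, and in GIRK2-only cells above 5% efficacy rising with concentration; inactive means the rest, including fluorescent compounds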;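 further: efficacy is normalized control-subtracted fluorescence 15 s after thallium addition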
Calls only. The list is partial. The share of hits here may be higher or lower than overall.

CS(=O)(=O)N1CCC(C(=O)NCc2cccc(Oc3ccc(F)cc3)c2)CC1 was read as GIRK2 act inactive.
Screening CC(C)(C)OC(=O)NCc1nnc(C(F)(F)F)n1-c1ccccc1 returned GIRK2 act inactive.
